# NCOA2 inhibitor: inhibition of GAL4-SRC2 driven luciferase reporter, primary screen, SRC2 inhibitor project, cell-based, luminescence; AID 651957, 2012; Nuclear receptor coactivator 2 (Homo sapiens), Q15596; inhibition, % at 9 µM; HEK293 GAL4-SRC2 luciferase reporter; hit rate 0.17% among 370,000;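 active = inhibition above the mean inhibition of all tested compounds plus 3 SD, set per campaign, cut at about 52% in these data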;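 note: 0% = DMSO treated cells and 100% = cells given Gossypol at 36 µM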
# TROY signal inh: inhibitors of TROY-driven NF-kB signaling, primary screen, Q293 LMP1-TROYcd cells, NF-kB luciferase, uHTS. Q293 LMP1-TROYcd NF-kB luciferase reporter, 4 h. inhibition, % at 10 µM. hit rate 0.98% among 360,000. AID 1347056, 2019;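 active = compounds whose plate-normalised and pattern-corrected inhibition of the luciferase reporter signal at the single screening dose is 50% or more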
# TWEAK Fn14 block: inhibitors of TWEAK-Fn14 signaling, primary screen, luciferase reporter cells, uHTS; hit rate 2% among 360,000; inhibition, % at 10 µM; TWEAK-stimulated Fn14 reporter cells, luciferase luminescence, 8 h; in the data active = inhibition above about 50%
# Exocytosis inh: LAMP-1 surface exposure blockers, TALL-104 cells – cell-based, flow cytometry, MLPCN library, primary screen. TALL-104 LAMP-1 surface exposure; cells stimulated with thapsigargin and PMA. inhibition, % at 10 µM. hit rate 0.66% among 360,000. AID 651702, 2012;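 active = inhibition above about 55%, limit read from the data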
# ABHD5 PLIN5 PPI: ABHD5-PLIN5 interaction inhibitors, primary screen, cell lysate, split luciferase complementation, luminescence | Perilipin-5 (Homo sapiens) + 1-acylglycerol-3-phosphate O-acyltransferase ABHD5 (Homo … | Split G. princeps luciferase complementation, 4 h | inhibition, % at 4 µM | hit rate 0.78% among 360,000 | AID 602281, 2012;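 active = inhibition above the mean inhibition across every tested compound plus 3 SD, cut at about 22% in these data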;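 note: 0% = DMSO only wells and the 100% control is not disclosed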
# SRC3 inh: SRC3 coactivator transcriptional activity inhibitors, primary screen, cell-based, luminescence | Nuclear receptor coactivator 3 (Homo sapiens), Q9Y6Q9 | HEK293 GAL4-SRC3 luciferase reporter | inhibition, % at 3.6 µM | hit rate 0.17% among 360,000;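 active = inhibition above a per-campaign cutoff, the mean of all compounds plus 3 SD, cut at about 60% in these data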;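 note: 0% = DMSO-treated cells and 100% = gossypol-treated cells at 36 µM; higher means less SRC3-driven luciferase light from the GAL4 reporter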
# TLR9-MyD88 inh: inhibitors of TLR9-MyD88 association in cells, primary screen, cell-based, CHO, BLA complementation, fluorescence | CCF4 FRET ratio | inhibition, % at 4.98 µM | hit rate 0.21% among 340,000 | AID 504734, 2011;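 active = inhibition above the mean over all tested compounds plus 3 SD, cut at about 21% in these data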;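 note: 0% = DMSO only wells and 100% = clavulanate BLA inhibitor control wells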
# NCOA1 inh: SRC1 coactivator transcriptional activity inhibitors, primary screen, cell-based, luminescence. HEK293 GAL4-SRC1 luciferase reporter. Nuclear receptor coactivator 1 (Homo sapiens), Q15788. hit rate 0.12% among 360,000. inhibition, % at 3.6 µM;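 active = inhibition above the campaign mean plus 3 SD, with each screening campaign given its own cutoff, cut at about 60% in these data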;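 note: 0% = DMSO treated cells and 100% = gossypol at 36 µM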
# LRH-1 inv ag: LRH-1 (NR5A2) inverse agonists, primary screen, cell-based, luminescence, HEK293T, StAR-luciferase reporter; LRH-1 transfected, 24 h; inhibition, % at 3.6 µM; hit rate 0.13% among 360,000;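 active = inhibition above the mean inhibition of all tested compounds plus 3 SD, cut at about 73% in these data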;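 note: 0% = DMSO wells and 100% = reporter-only cells lacking LRH-1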
# COUP-TFII inh: NR2F2 transcriptional activity inhibitors, primary screen, cell-based, luciferase reporter, HEK293T, luminescence | HEK293T NGFI-A luciferase reporter | inhibition, % at 8.6 µM | hit rate 0.7% among 370,000;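 active = inhibition above a per-plate cutoff, mean inhibition of test wells between control levels plus 3 SD, cut at about 38% in these data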;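 note: cells cotransfected with COUP-TFII expression vector driving the NGFI-A reporter; 0% = median of COUP-TF2 test wells and 100% = reporter-only cells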
# Target sequence (P24468 whole entry, looked up): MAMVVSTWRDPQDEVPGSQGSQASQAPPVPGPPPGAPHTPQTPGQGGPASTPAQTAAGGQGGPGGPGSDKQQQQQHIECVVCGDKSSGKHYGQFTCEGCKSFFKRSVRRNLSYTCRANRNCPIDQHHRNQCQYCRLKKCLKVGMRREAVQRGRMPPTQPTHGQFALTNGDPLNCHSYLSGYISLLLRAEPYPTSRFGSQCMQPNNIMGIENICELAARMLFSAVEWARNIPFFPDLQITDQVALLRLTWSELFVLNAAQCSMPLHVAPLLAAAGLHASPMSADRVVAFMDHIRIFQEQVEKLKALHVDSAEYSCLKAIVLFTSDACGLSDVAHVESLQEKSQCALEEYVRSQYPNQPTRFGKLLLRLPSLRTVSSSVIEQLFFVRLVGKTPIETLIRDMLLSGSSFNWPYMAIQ
# NOD2 RIPK2 PPI: NOD2-RIPK2 binding disruptors in cells, primary screen, fluorescence, CHO cells, BLA complementation | hit rate 0.38% among 360,000 | inhibition, % at 4.98 µM | CCF4 ratio | Receptor-interacting serine/threonine-protein kinase 2 (Homo sapiens), O43353; in the data active = inhibition above about 21%;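 note: 0% = vehicle only and 100% = reference blocker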
# Target sequence (O43353 whole entry, looked up): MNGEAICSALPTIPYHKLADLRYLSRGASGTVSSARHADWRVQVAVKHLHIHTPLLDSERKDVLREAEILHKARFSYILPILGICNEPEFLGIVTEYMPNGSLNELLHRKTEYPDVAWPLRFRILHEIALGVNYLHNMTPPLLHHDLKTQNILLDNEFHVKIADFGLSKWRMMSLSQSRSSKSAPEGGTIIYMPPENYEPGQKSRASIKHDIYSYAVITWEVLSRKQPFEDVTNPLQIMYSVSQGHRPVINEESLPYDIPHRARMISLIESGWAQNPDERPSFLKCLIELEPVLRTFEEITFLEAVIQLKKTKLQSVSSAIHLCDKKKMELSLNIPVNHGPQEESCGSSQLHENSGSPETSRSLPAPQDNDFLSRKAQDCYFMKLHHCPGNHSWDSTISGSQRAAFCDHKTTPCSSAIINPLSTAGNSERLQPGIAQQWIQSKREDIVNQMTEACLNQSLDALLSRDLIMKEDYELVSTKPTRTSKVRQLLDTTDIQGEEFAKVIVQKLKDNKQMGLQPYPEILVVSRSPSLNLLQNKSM
# * hit, by the source's call; . = not tested or not shown.
SMILES,NCOA2 inhibitor,TROY signal inh,TWEAK Fn14 block,Exocytosis inh,ABHD5 PLIN5 PPI,SRC3 inh,TLR9-MyD88 inh,NCOA1 inh,LRH-1 inv ag,COUP-TFII inh,NOD2 RIPK2 PPI
C[C@@H]1CN([C@@H](C)CO)C(=O)c2c(c3ccccc3n2C)-c2ccccc2CO[C@H]1CN(C)S(=O)(=O)c1ccc(C#N)cc1,-20,8,11,14,7,2,2,-11,-12,4,-3
CCCCn1c(N)c(N(CCOC)C(=O)COc2ccc(OCC)cc2)c(=O)[nH]c1=O,-6,-9,1,18,-5,8,-4,-13,17,-1,-10
CCSc1nc2sc3c(c2c(=O)n1-c1ccccc1)CCN(C(C)C)C3,5,-21,-7,1,4,-7,7,0,16,4,-6
CC(C)CN1CCN=C1Nc1ccccc1,10,8,12,-1,-12,-5,8,-1,-12,-2,3
O=C1CCCc2nc(N3CCN(c4ccccc4)CC3)ncc21,-32,2,20,2,0,-13,-12,-10,-29,-9,-7
CCOC(CNC(=O)C1CCN(S(=O)(=O)c2ccc3nc4c(c(C(=O)O)c3c2)CC(C)CC4)CC1)OCC (stereo not given),4,2,-4,1,1,-10,4,-26,6,7,0
COC(=O)C1(C)COP(=O)(Nc2ccc(OC)cc2)OC1 (stereo not given),11,7,12,4,5,21,.,11,9,6,10
CC(Oc1ccccc1Cl)C(=O)N(Cc1ccco1)C1CCS(=O)(=O)C1 (stereo not given),-13,15,-8,-1,1,4,-11,-33,10,-8,-3
CN1CCN(c2nc(-c3cccs3)nc3ccccc23)CC1,-29,-9,-19,2,14,-12,-10,26,9,-22,0
COc1ccc(C2NCCc3c2[nH]c2ccccc32)cc1CN1CCc2cc(OC)c(OC)cc2C1C (stereo not given),.,8,-23,15,16,12,2,-38,21,.,-9
Nc1cc(=O)[nH]c(SCc2cccc(Cl)c2)n1,-13,19,4,-2,-5,10,-2,11,5,4,-11
CCOC(=O)C(Cc1ccccc1)NC(=O)CCc1nnc2ccc(N3CCCC3)nn12 (stereo not given),17,-22,-10,0,1,15,5,-12,-7,-11,5
CCC(O)(CC)C(=O)N(Nc1ccc(C)cc1)c1ccc(C)cc1,-16,-3,12,-8,-3,1,-11,6,14,-4,0
Cc1ccc(Cn2c(C3CCCN3c3nc(C)cs3)nc3cc(C(=O)NCCCO)ccc32)cc1 (stereo not given),-6,-14,10,-8,4,-11,-7,-14,1,-6,-8
O=C(NCC(c1ccco1)N1CCN(c2ccc(F)cc2)CC1)C1CCCCC1 (stereo not given),-14,1,12,6,-6,-6,11,-5,-7,17,-5
O=C(NCCc1nnc2ccc(NCc3ccc(F)cc3)nn12)c1ccccc1,-14,11,-27,4,7,16,-4,16,18,-1,-7
COc1cccc(N2C(=O)CC(Nc3ccc(N4CCOCC4)cc3)C2=O)c1 (stereo not given),.,-31,-2,-1,-3,2,5,8,20,.,-4
COc1ccc(-c2cn[nH]c2-c2ccc(OCc3ccc([N+](=O)[O-])cc3)cc2O)cc1,18,38,78*,4,-3,56,5,41,-4,24,-15
COc1cc(NC(=O)CN(C)S(=O)(=O)c2cccs2)cc(OC)c1,-4,-17,2,-2,6,9,-2,5,-1,4,2
CCOC(=O)c1ccc(NC(=S)NNC(=O)c2cc(-c3cccnc3)nc3ccccc23)cc1,18,-4,8,2,-4,0,-1,0,-5,-8,-14

# Two compounds from above with just NOD2 RIPK2 PPI.
canonical_smiles,NOD2 RIPK2 PPI
CCSc1nc2sc3c(c2c(=O)n1-c1ccccc1)CCN(C(C)C)C3,-6
CCOC(CNC(=O)C1CCN(S(=O)(=O)c2ccc3nc4c(c(C(=O)O)c3c2)CC(C)CC4)CC1)OCC (stereo not given),0

# Next results.
SMILES,NCOA2 inhibitor,TROY signal inh,TWEAK Fn14 block,Exocytosis inh,ABHD5 PLIN5 PPI,SRC3 inh,TLR9-MyD88 inh,NCOA1 inh,LRH-1 inv ag,COUP-TFII inh,NOD2 RIPK2 PPI
O=C(Cc1cccc2ccccc12)NCC(=O)N1CCN(CC(=O)Nc2ccc(F)cc2)CC1,2,13,4,6,0,21,11,2,-2,25,7
Cc1cc(N2CC(C)OC(C)C2)nc(C(C)C)n1 (stereo not given),-9,16,2,-1,-6,1,8,0,8,-8,-1
Cc1ccc(C)c(S(=O)(=O)N2CCCC2CNC(=O)c2ccc([N+](=O)[O-])cc2)c1 (stereo not given),8,11,-12,-3,-5,-2,-4,6,-6,-8,-4
O=[N+]([O-])c1ccc(COn2nnc3ccccc32)cc1,-35,-39,49,4,-2,-8,-10,7,19,-15,-1
C=C1CCN(c2ccc(C(=O)NCCC)cc2[N+](=O)[O-])CC1,-16,-44,-19,-2,1,-17,4,-10,-27,-17,6
COc1ccc(Br)cc1CNCC1CCCO1 (stereo not given),14,12,14,1,10,12,-6,-3,0,-1,1
NNc1nc(-c2ccccc2)c2cc(Cl)ccc2n1,16,-20,3,12,-1,23,-3,9,-16,6,-10
COc1ccc(CCNC(=S)NC2CCN(Cc3ccccc3)CC2)cc1OC,-26,11,10,1,6,-17,-7,0,7,4,-5
COC(=O)c1c(NC(C)=O)sc(C(=O)Nc2ccccc2OC)c1C,-11,-4,-7,-4,-2,-5,6,-13,4,11,-4
CCc1ccc(NC(=S)Nc2ccc3cn[nH]c3c2)cc1,-7,-7,-11,-1,-9,-10,-12,-22,9,-16,-9
COC(=O)c1sccc1NC(=S)N1C(C)CCCC1C (stereo not given),-7,7,9,3,-1,14,3,-90,5,1,1
CC1CCN(C(C)C(=O)Nc2ccc(S(=O)(=O)N3CCCC3)cc2)CC1 (stereo not given),-4,-12,-5,0,7,21,3,5,5,-2,-4
Cc1ccc(CCNC(=O)c2cccc(NC3=NC4CS(=O)(=O)CC4S3)c2)cc1 (stereo not given),15,-4,-9,-1,2,3,6,-6,-1,8,-11
O=[N+]([O-])c1cccc(CNC2CCCCCC2)c1,-5,12,6,-1,4,13,7,13,-3,-7,-8
COc1ccc(NC(=O)CC2C(=O)Nc3ccccc3N2CC(=O)N2CCCC2)cc1 (stereo not given),10,24,-4,0,1,-7,-7,-14,-16,-25,1
Cc1cc(C[n+]2ccsc2N)c2ncccc2c1,-2,-3,24,-7,1,9,-5,-9,7,-16,-21
COc1cccc(/C=N/N(C)C2=NS(=O)(=O)c3ccccc32)c1O,-22,-11,-15,10,5,4,1,10,-10,-2,-8
CC(C)CC(NC(=O)C1CCCCC1)C(=O)NC(C)c1ccccc1 (stereo not given),-1,22,27,8,1,-6,1,-2,3,-9,-10
COc1cccc(-n2cnnc2SC(C)C(=O)NC2CCCC2)c1 (stereo not given),7,4,23,1,-2,-17,1,12,-12,22,-11
Cc1cccc2sc(NC(=O)c3ccc(NS(=O)(=O)c4cccs4)cc3)nc12,-10,22,28,0,8,8,5,-12,-15,0,-1
CC1(C)C2CC[C@]3(C)C(CC=C4[C@@H]5C[C@@](C)(CO)[C@@H](O)C[C@]56C[C@@H](OC6=O)[C@]43C)[C@@]2(C)CC[C@@H]1O (stereo not given in full),-18,7,-3,-3,-1,22,0,-4,10,2,-1
CCN(CCNC(=O)CCCn1nc(C)n2c(cc3sccc32)c1=O)c1ccccc1,2,-12,-30,-1,-1,-3,-3,1,-1,-2,-1

# 11 consecutive compounds already listed, quoted:
SMILES,NCOA2 inhibitor,TROY signal inh,TWEAK Fn14 block,Exocytosis inh,ABHD5 PLIN5 PPI,SRC3 inh,TLR9-MyD88 inh,NCOA1 inh,LRH-1 inv ag,COUP-TFII inh,NOD2 RIPK2 PPI
C[C@@H]1CN([C@@H](C)CO)C(=O)c2c(c3ccccc3n2C)-c2ccccc2CO[C@H]1CN(C)S(=O)(=O)c1ccc(C#N)cc1,-20,8,11,14,7,2,2,-11,-12,4,-3
CCCCn1c(N)c(N(CCOC)C(=O)COc2ccc(OCC)cc2)c(=O)[nH]c1=O,-6,-9,1,18,-5,8,-4,-13,17,-1,-10
CCSc1nc2sc3c(c2c(=O)n1-c1ccccc1)CCN(C(C)C)C3,5,-21,-7,1,4,-7,7,0,16,4,-6
CC(C)CN1CCN=C1Nc1ccccc1,10,8,12,-1,-12,-5,8,-1,-12,-2,3
O=C1CCCc2nc(N3CCN(c4ccccc4)CC3)ncc21,-32,2,20,2,0,-13,-12,-10,-29,-9,-7
CCOC(CNC(=O)C1CCN(S(=O)(=O)c2ccc3nc4c(c(C(=O)O)c3c2)CC(C)CC4)CC1)OCC (stereo not given),4,2,-4,1,1,-10,4,-26,6,7,0
COC(=O)C1(C)COP(=O)(Nc2ccc(OC)cc2)OC1 (stereo not given),11,7,12,4,5,21,.,11,9,6,10
CC(Oc1ccccc1Cl)C(=O)N(Cc1ccco1)C1CCS(=O)(=O)C1 (stereo not given),-13,15,-8,-1,1,4,-11,-33,10,-8,-3
CN1CCN(c2nc(-c3cccs3)nc3ccccc23)CC1,-29,-9,-19,2,14,-12,-10,26,9,-22,0
COc1ccc(C2NCCc3c2[nH]c2ccccc32)cc1CN1CCc2cc(OC)c(OC)cc2C1C (stereo not given),.,8,-23,15,16,12,2,-38,21,.,-9
Nc1cc(=O)[nH]c(SCc2cccc(Cl)c2)n1,-13,19,4,-2,-5,10,-2,11,5,4,-11

# Bioassay records from PubChem BioAssay.

# Not all compounds are listed, so the mix of outcomes need not match the whole.
